Assay outcomes as filed in PubChem.
KB-3-1 tox – KB-3-1 parental cell cytotoxicity | KB-3-1 viability, CellTiter-Glo ATP luminescence, 72 h | Potency, µM (series often up to 46.1 µM), inactives show at the highest dose activity change, negative = cytotoxic, actives largely listed as cytotoxic | actives 1.4% (n = 400,000); also: potency is read from the fitted curve at half-maximal effect; % is scaled to controls: 0 for no effect and ±100 for the full control effect; nearly all actives have a fitted effect of over 60% in size
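Cells are dispensed, compounds pinned in, plates held at 37 °C for 72 h, then CellTiter-Glo is added and luminescence read after 10 minutes. Cell line: parental KB-3-1 in phenol-red-free DMEM, 10% FBS.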
IL1B secr inh – blocks inflammasome-driven IL-1 beta release. THP-1 LPS/ATP IL-1B secretion, AlphaLISA, 16 h; active compounds read low. activity change, % at 57.5 µM. actives 4.7% (n = 360,000); in the data active = activity change below about -50%; inconclusive = mostly about -30% to -49%; also: % is scaled to controls: 0 for no effect and ±100 for the full control effect
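Secreted IL-1B measured by AlphaLISA bead assay after 16 h compound exposure of THP-1 cells; compounds (final up to 57.5 uM) added 1 h before LPS (250 ng/mL) and ATP (1.25 mM) stimulation; lower signal means less secretion.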
MCF10A rereplic – inducers of DNA re-replication in MCF 10A breast cells; MCF 10A DNA re-replication, Hoechst nuclear intensity, 48 h; Potency, µM (doses to about 46.1 µM), for the others: at the top dose activity, positive = re-replication, most hits filed as activators; actives 2.9% (n = 350,000); also: potency is read from the fitted curve at half-maximal effect; % of control where 0% means no effect; nearly all actives have a fitted effect of over 50% in size
SW480 rereplic – induces DNA re-replication in SW480 colon adenocarcinoma cells | SW480 DNA re-replication, Hoechst DNA content imaging, 48 h | AID 624297 | Potency, µM (highest dose often 46.1 µM), without a hit: at the highest dose re-replication activation, most hits filed as activators | actives 1.8% (n = 340,000); also: potency is read from the fitted curve at half-maximal effect; % of control where 0% means no effect; nearly all actives have a fitted effect of over 55% in size
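250 cells/well; 23 nL cpd via pin tool; 48 hr, 37 C, 5% CO2; Hoechst 40 min; imager read of total nuclear intensity, ex 405/em 500-530 nm.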
HT1080NT lethal – kills 2HG-producing HT-1080-NT fibrosarcoma cells; HT-1080-NT fibrosarcoma viability, CellTiter-Glo ATP luminescence, 48 h; actives 1.6% (n = 360,000); Potency, µM (series often up to 46.1 µM), for the others: at the top dose activity, negative = less viability, actives largely listed as cytotoxic; AID 686970;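 also: NT is the 2HG producing partner of a matched IDH1 knockdown line; potency is read from the fitted curve at half-maximal effect; 0% = DMSO-treated cells and -100% = media-only wells without cells; nearly all actives have a fitted effect of over 55% in size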
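750 cells/well, RPMI + 5% FBS; 2 h settle, compound pin-transfer, 48 h at 37 degrees C. CellTiter-Glo 10 min RT, luminescence. Normalized to DMSO and media-only wells.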
KB-V1 cytotox – kills drug-selected multidrug resistant KB-V1 cells. KB-V1 MDR cells viability, CellTiter-Glo, 72 h. Potency, µM (titrated, usually from 46.1 µM), without a hit: at the top dose activity change, negative = cytotoxicity, actives largely listed as cytotoxic. actives 3.4% (n = 400,000); also: potency is read from the fitted curve at half-maximal effect; % is scaled to controls: 0 for no effect and ±100 for the full control effect; nearly all actives have a fitted effect of over 60% in size
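Cytotoxicity toward P-gp-expressing KB-V1 cells was determined as loss of CellTiter-Glo luminescence after 72 h at 37 degrees C. Compounds were tested in quantitative HTS format across a concentration range, with curves fitted to normalized data.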
HT1080 IDH1KD tx – toxicity to HT-1080 IDH1 knockdown cells (counter line) | Potency, µM (top dose mostly 46.1 µM), inactives show top-dose activity, negative = toxicity, hits mostly cytotoxic | HT-1080 IDH1 knockdown viability, ATP luminescence, 48 h | actives 2% (n = 360,000);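 also: potency is read from the fitted curve at half-maximal effect; 0% = DMSO wells and -100% = cell-free medium wells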
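After a 2 h attachment period, IDH1KD HT-1080 cells took pin-transferred compound for 48 h at 37 °C; ATP-based luminescence after 10 min room-temperature reagent incubation reported viability.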
DRD3 agonist – D3 dopamine receptor (human) agonism; actives 0.58% (n = 410,000); AID 652048; max activation, %; D3R DiscoveRx beta-arrestin cells, luminescence, 90 min; in the data active = max activation above about 30%; also: 0% is about no effect; mostly tested at two doses, the higher about 12 µM
Target sequence (P35462 whole entry, looked up): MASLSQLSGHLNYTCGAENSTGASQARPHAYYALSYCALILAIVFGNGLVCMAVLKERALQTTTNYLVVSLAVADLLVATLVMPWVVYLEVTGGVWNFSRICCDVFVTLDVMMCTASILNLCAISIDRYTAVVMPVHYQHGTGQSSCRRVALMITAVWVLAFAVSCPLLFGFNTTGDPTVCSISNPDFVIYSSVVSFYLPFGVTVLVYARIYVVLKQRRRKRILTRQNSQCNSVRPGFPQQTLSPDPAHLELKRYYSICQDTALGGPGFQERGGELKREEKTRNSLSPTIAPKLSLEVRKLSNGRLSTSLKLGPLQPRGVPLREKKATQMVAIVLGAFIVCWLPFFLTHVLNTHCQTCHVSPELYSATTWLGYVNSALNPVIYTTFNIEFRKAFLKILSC
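Agonist mode: compounds and dopamine controls were applied to plated cells for 90 min at 37 degrees C after an overnight attachment at 1500 cells/well. Luminescent read-out followed 30 - 60 minutes at room temperature with DiscoveRx detection reagent.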
GLP1R cytotox – cytotoxic in the GLP-1 receptor inverse agonist counter-screen | HEK293 cAMP-luciferase reporter cells, luminescence, 24 h | AID 624418 | actives 0.13% (n = 410,000) | Potency, µM (series often up to 38.3 µM), for the others: top-dose activity change, negative = inhibition, usual class: inhibitors;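 also: loss of luciferase light is scored as toxicity; potency is read from the fitted curve at half-maximal effect; % is scaled to controls: 0 for no effect and ±100 for the full control effect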
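To flag toxic compounds, the library was rerun on cells for 24 hr at 37 deg C and 5% CO2. Viability-linked luminescence was captured 12 min after adding luciferase detection reagent.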
* hit, by the source's call; ? = inconclusive; · = not tested or not shown; [ ] = dose if it differs, or a comment. Unless noted, calls follow the shape of the dose curve; as a rule, active = well fitted curve in the direction sought with a large enough effect; inconclusive = small, poorly fitted or top-dose-only effect, or another doubt; inactive = no such curve, though single readings can be large; an effect the other way counts as inactive or inconclusive.

SMILES	KB-3-1 tox	IL1B secr inh	MCF10A rereplic	SW480 rereplic	HT1080NT lethal	KB-V1 cytotox	HT1080 IDH1KD tx	DRD3 agonist	GLP1R cytotox
COc1ccc(/C=C/C(=O)Nc2cc(F)ccc2C)cc1S(=O)(=O)N1CCOCC1	-8%	-6	0%	-38%[inhibitor][1.84 µM]	-13%	2%	-13%	5	-13%
CCn1nc(NS(=O)(=O)c2ccccc2[N+](=O)[O-])c2cc3cccc(C)c3nc21	16%	53	8%	-10%	-16%	0%	-17%	4	-11%
CCOC(=O)[C@@H]1[C@H]2COc3ccc(Br)cc3[C@@H]2N2C(=O)N(c3cccc(F)c3)C(=O)[C@@]12C	-1%	10	-3%	3%	-1%	?	-4%	-21	-7%
COc1ccc(CNC(=O)C2CCN(S(=O)(=O)c3ccc(N4CCCC4=O)cc3)CC2)cc1	?	-4	·	·	-2%	19%	0%	0	-15%
CCN1C(=O)[C@H]2[C@@H](c3ccc(SC4CCCCC4)cc3)N[C@@](CC(C)C)(C(=O)OC)[C@H]2C1=O	?	-23	-5%	-3%	-25%	?	3%	19	-7%
C/C(=N\NC(=O)CCC(=O)O)c1c(-c2ccccc2)c2cc(Br)ccc2[nH]c1=O	6%	6	-3%	-6%	6%	-2%	5%	-3	-1%
CCCn1nnnc1SCC(=O)Nc1ccc(F)cc1	6%	-7	13%	-2%	5%	10%	9%	-2	-10%
COc1ccccc1CNc1ncnc2sccc12	?	-7	19%	-5%	?	5.2µM*	-24%	18	-9%
CC1CCN(CCCNC(=O)c2ccc(N3CCCC3=O)cc2)CC1	-9%	0	12%	1%	-1%	2%	8%	-1	-6%
COc1ccc(/C=c2\s/c(=C/C(=O)c3ccc(C)cc3)[nH]c2=O)c(OC)c1	-2%	-21	4.1µM*	?	0%	-1%	-5%	-3	15%
Cc1cc(CSc2ccccc2)ccc1NC(=O)COc1ccccc1C	16%	0	7%	-21%	-19%	4%	13%	3	9%
COC(=O)C1=CN(c2ccc(F)cc2)C=C(C(=O)OC)C1c1ccc(O)cc1	17%	?	7%	28%	-13%	-11%	?	-6	76%[activator]
COc1ccc(CNC(=O)Cn2nnc3ccccc3c2=O)cc1	17%	0	19%	-45%[inhibitor]	0%	-10%	-1%	8	-1%
O=C(CCc1nc2sc3c(c2c(=O)[nH]1)CCCC3)Nc1cccc(Cl)c1	?	-8	?	20%	-48%	-3%	-16%	-18	2%
CC(C)(C)n1nnnc1C(c1ccccc1)N1CCCN(Cc2ccc(F)cc2)CC1 (stereo not given)	-15%	-29	·	·	-14%	?	0%	-13	-2%
N#CC1=C(S)N(c2ccc(F)cc2)C(c2cccs2)NC1=O (stereo not given)	5%	13	1%	20%	11%	3%	10%	5	-3%
Cc1ccc(C)c(-n2nnnc2SCC(=O)NNC(=O)c2ccco2)c1	-10%	9	4%	0%	7%	-2%	1%	-2	3%
CCC(CC)C(=O)Nc1cc(-c2ccccc2F)nn1-c1ccccc1	13%	·	·	·	·	10%	·	-5	-3%
C/C=C/c1ccc(OC(C)=O)c(OC)c1	6%	16	-6%	-12%[9.22 µM]	15%	5%	4%	12	13%
CC(=O)Nc1cc(-c2ccc(N(C)C)cc2)cn2c(-c3ccc(F)cc3)cnc12	0%	-6	·	·	?	4%	?	3	2%
O=C(NC(=S)Nc1ccccc1N1CCOCC1)c1sc2ccccc2c1Cl	8%	9	?	6%	1%	3%	0%	18	22%
Cc1ccc(C(=O)N(Cc2ccc3c(c2)OCO3)Cc2nc3ccccc3c(=O)[nH]2)cc1	-3%	-12	-1%	1%	-14%	-6%	-12%	1	-13%
COc1cc2ncnc(NCc3cccc(F)c3F)c2cc1OC	0%	12	-8%	-8%	-6%	-6%	5%	-1	1%
O=C(OCC(=O)N1CCc2ccccc21)c1ccccc1[N+](=O)[O-]	1%	22	-6%	-3%	8%	-2%	4%	1	-24%
CCCn1c(N)c(C(=O)CSc2nc(N)cc(=O)[nH]2)c(=O)n(C)c1=O	?	12	8%	-19%	-1%	-2%	1%	14	2%
SMILES	KB-3-1 tox	IL1B secr inh	MCF10A rereplic	SW480 rereplic	HT1080NT lethal	KB-V1 cytotox	HT1080 IDH1KD tx	DRD3 agonist	GLP1R cytotox
CCc1nc2ccc(C(=O)Nc3cccc(OC)c3)cn2c1N(C)Cc1ccc(OC)cc1	-1%	?	·	·	?	-18%	-29%	14	-11%
CCOc1ccccc1-n1nnnc1SCC(=O)Nc1cc(C)on1	-14%	0	-3%	1%	0%[9.24 µM]	-12%	3%	0	1%
COc1cc(NC(=S)NCc2ccc(S(N)(=O)=O)cc2)cc(OC)c1	3%	-9	-14%	-3%	1%	1%	22%	-11	-2%
Cc1ccc(-c2nc3ccccc3s2)cc1NC(=S)NC(=O)c1cccc2ccccc12	-22%	0	1%	-5%	13%	?	11%	-8	14%
Cc1ccc(C(=O)N(CC(=O)NC2CCCC2)c2cccc(F)c2)s1	-9%	-80*	10%	-7%	-4%	?	-4%	18	6%
Cc1ccccc1Oc1ccc2c(c1)[C@@H]1C[C@H](N(C)C(=S)Nc3ccc(F)cc3)[C@H]([C@H](C)O)C(=O)N1CC2	?	?	·	·	?	0%	?	4	-16%
COC(=O)[C@@H]1C[C@@]2(O)[C@@H](O)[C@@H](O)[C@@H](O)C[C@H]2N1Cc1ccc(-c2ccccc2)cc1	0%	·	1%	-4%	0%	?	4%	-10	2%
Cc1nnc(SCC(=O)NC(C)(C)C)n1NCc1ccc(Cl)cc1	5%	-5	4%	-1%	-1%	-20%	17%	-1	-9%
COc1ccccc1[C@H]1C(c2ccccc2)=NN(c2ccccc2)[C@@H]1CO	-1%	-21	1.8µM*	13µM*	-14%	-9%	-15%	10	231%[activator]
CCOC(=O)CNC(=O)c1ccc(OCC(F)(F)F)cc1	-4%	5	10%	?	-3%	24%	-2%	-3	7%
CCc1ccc(-c2cc(C(=O)Nc3c(C)n(C)n(-c4ccccc4)c3=O)c3ccccc3n2)s1	6%	-28	29%	0%	-20%	-9%	?	19	-12%
Cc1cc(C(=O)Nc2sc3c(c2C#N)CCCCC3)cs1	8%	-1	-2%	3%	0%	8%	?	5	1%
COc1ccc(-c2cn(-c3ccc(C)cc3)c(=O)n2CC(=O)Nc2ccc(OC)cc2OC)cc1	?	?	15%	11%	13%	-19%	6%	15	-17%
Clc1cccc(CN2CCN(c3ncccn3)CC2)c1Cl	-10%	-2	?	0%	-8%	0%	-9%	7	-2%
CCSc1n[nH]c(=S)s1	9%	20	-1%	-1%	-6%	0%	19%	2	3%
O=S(=O)(Nc1cccc(Cl)c1)c1ccc2[nH]c3c(c2c1)CCCCCC3	8%	·	·	·	·	-6%	·	5	19%
CCc1c(C)[nH]c2ccc(OC)cc2c1=S	-10%	25	18%	1%	-1%	?	2%	5	29%
CCOC(=O)c1cc2cc(OC)ccc2[nH]1	-13%	-3	-2%	-1%	-5%	-1%	-9%	7	-9%
CC(C)[C@H](NS(=O)(=O)c1cccc(C(F)(F)F)c1)C(=O)OCC(=O)NC(=O)NCc1ccco1	1%	-1	5%	11%	7%	0%	-14%	7	5%
C/C(=N/OC(=O)c1ccccc1Br)c1ccc(C)cc1	5%	-17	?	2%[9.22 µM]	?	18%	28%	-3	13%
CCCS(=O)(=O)N1CCc2ccc(NC(=O)c3ccccc3Cl)cc2C1	-1%	6	1%	4%	6%	4%	-13%	-2	-21%
Cc1ccc(NC(=O)N2CCCC2C(=O)Nc2ccc3c(c2)OCO3)cc1 (stereo not given)	0%	-2	1%	17%	6%	6%	4%	4	-12%
CN=Cc1cc(-c2ccccc2)sc1O	2%	-25	4%	-2%	1%	1%	-8%	5	?
Brc1ccc(-c2nc(-c3ccncc3)no2)o1	-11%	-8	2%	-7%	15%	?	-2%	0	3%
Cc1ccc(NC(=O)O/N=C/c2ccc(N(C)C)cc2)cc1	0%	-25	-12%	?	12%	6%	0%	1	11%

2 records drawn at random from those above:
SMILES	KB-3-1 tox	IL1B secr inh	MCF10A rereplic	SW480 rereplic	HT1080NT lethal	KB-V1 cytotox	HT1080 IDH1KD tx	DRD3 agonist	GLP1R cytotox
Cc1cc(C(=O)Nc2sc3c(c2C#N)CCCCC3)cs1	8%	-1	-2%	3%	0%	8%	?	5	1%
CCOC(=O)CNC(=O)c1ccc(OCC(F)(F)F)cc1	-4%	5	10%	?	-3%	24%	-2%	-3	7%

(cont.)
SMILES	KB-3-1 tox	IL1B secr inh	MCF10A rereplic	SW480 rereplic	HT1080NT lethal	KB-V1 cytotox	HT1080 IDH1KD tx	DRD3 agonist	GLP1R cytotox
COCCN=c1scc(C)n1/N=C/C1CC2C=CC1C2 (stereo not given)	5%	24	-4%	14%	1%	-2%	7%	5	4%
CCC(Cc1ccccc1)NC(=O)c1ccc2nc(N3CCOCC3)sc2c1 (stereo not given)	5%	-11	-1%	-2%	-1%	?	-3%	0	-12%
CSc1nc2ccccc2cc1/C=C(\C#N)c1ccccc1	?	0	13µM*	?	?	?	18µM*	5	-24%
O=C(Nc1ccc(C(=O)O)cc1)/C(=C\c1ccc2c(c1)OCO2)NC(=O)c1ccccc1	12%	0	3%	-2%	-7%	0%	16%	4	6%
COc1cccc(C(=O)Nc2ccc(NC(C)=O)cc2)c1	17%	24	-1%	-6%	-2%	-29%	4%	2	-26%
CC1=C(C(=O)N(C(C)C)C(C)C)CC(CC(=O)NCc2cccc3ccccc23)C(=O)N1Cc1ccccc1 (stereo not given)	0%	?	·	·	-19%	-14%	-29%	-9	-14%
Cc1cc(C)cc(-n2c(N)c(C(=O)Nc3c(C)n(C)n(-c4ccccc4)c3=O)c3nc4ccccc4nc32)c1	-4%	-13	?	0%	-14%	?	?	7	9%[1.53 µM]
C=CCOc1ccc(C[C@H](N)C(=O)NC[C@H]2O[C@@H](n3cnc4c(N)ncnc43)[C@H](O)[C@@H]2O)cc1	11%	-14	-1%	13%	-1%	11%	4%	-9	2%
